Source: PubChem BioAssay (National Center for Advancing Translational Sciences (NCATS))
uPA generation – inhibitors of cell surface uPA generation | cell surface uPA generation assay, qHTS | Potency, µM (highest dose often 38.3 µM), inactives show at the top dose activity change, negative = inhibition, usual class: inhibitors | 330,000 compounds, 0.31% hits; active = well fitted inhibition curve with a large enough effect; inconclusive = small, poorly fitted or top-dose-only effect; inactive = no such curve, though single readings can be large or run the other way; tested in mouse RAW 264.7 cells; note: potency is the fitted concentration of half-maximal effect; % is set by controls: 0 for no effect and ±100 for the full control effect; nearly all actives have a fitted effect of over 55% in size
Coupling enz – counter-screen for Giardia aldolase inhibitors: coupling enzyme system. coupling enzyme system counterscreen, AmpLite Red fluorescence. activity change, negative = inhibition, % at 58.2 µM, hits read low. 290,000 compounds, 0.67% hits. AID 2472; in the data active = activity change below about -30%; note: % is set by controls: 0 for no effect and ±100 for the full control effect
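Coupling enzymes only (glyceraldehyde-3-phosphate) + compound, at 57.5 uM final, 10 min RT; add substrate/coupling/AmpLite Red mix, 20 min RT; fluorescence ex 525/em 598 nm. Actives flag coupling-system interference.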
NPC1 promoter act – NPC1 promoter activation. Huh7 NPC1 promoter luciferase reporter, 24 h. Potency, µM (titrated, usually from 9.22 µM), for inactives: at the highest dose activation, actives largely listed as activators. 320,000 compounds, 2.4% hits. AID 485313;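 note: potency is the fitted concentration of half-maximal effect; % of control where 0% means no effect; nearly all actives have a fitted effect of over 60% in size; reporter is driven by a mutant NPC1 promoter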
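Luciferase expression driven by the NPC1 promoter was measured in stably transfected Huh7 cells after a 24 h compound incubation, using a luciferase reagent and a luminescence read.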
VP16 counter – Gal4-VP16 reporter inhibition counter-screen. Potency, µM (highest dose often 53.6 µM), for the others: at the highest dose activity, negative = inhibition, most hits filed as inhibitors. AID 2546. 310,000 compounds, 3.5% hits. Drosophila S2 Gal4-VP16 UAS-luciferase, luminescence, 20 h;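 note: Gal4-VP16 expression switched on by copper sulfate through the metallothionein promoter; potency is the fitted concentration of half-maximal effect; % is set by controls: 0 for no effect and ±100 for the full control effect; nearly all actives have a fitted effect of over 50% in size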
Tb PFK block – inhibitors of T. brucei phosphofructokinase; Potency, µM (titrated, usually from 57.5 µM), without a hit: at the highest dose activity, negative = inhibition, actives largely listed as inhibitors; O15648; AID 485367; T. brucei PFK, ADP-Glo luminescence; 330,000 compounds, 0.17% hits;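 note: potency is the fitted concentration of half-maximal effect; 0% = uninhibited 1x PFK enzyme wells and -100% = no-enzyme wells; nearly all actives have a fitted effect of over 60% in size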
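Activity is normalized to no-enzyme wells (full inhibition) and 1.25 nM enzyme wells (no inhibition). Reaction: 0.5 mM F6P, 0.1 mM ATP, 45 min RT, ADP-Glo luminescence; concentration-response curves fitted and classed by quality.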
FLuc counter – counter-screen for miR-21 project: firefly luciferase inhibitors or activators; P08659; purified FLuc, Km substrates, luminescence inhibition; Potency, µM (titrated, usually from 57.5 µM), inactives show at the top dose activity change, negative = inhibition, usual class: inhibitors; 360,000 compounds, 6.9% hits; AID 588342;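 note: potency is the fitted concentration of half-maximal effect; plate controls were vehicle for no effect and reference inhibitor for full effect; nearly all actives have a fitted effect of over 55% in size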
Target sequence (P08659 whole entry, looked up): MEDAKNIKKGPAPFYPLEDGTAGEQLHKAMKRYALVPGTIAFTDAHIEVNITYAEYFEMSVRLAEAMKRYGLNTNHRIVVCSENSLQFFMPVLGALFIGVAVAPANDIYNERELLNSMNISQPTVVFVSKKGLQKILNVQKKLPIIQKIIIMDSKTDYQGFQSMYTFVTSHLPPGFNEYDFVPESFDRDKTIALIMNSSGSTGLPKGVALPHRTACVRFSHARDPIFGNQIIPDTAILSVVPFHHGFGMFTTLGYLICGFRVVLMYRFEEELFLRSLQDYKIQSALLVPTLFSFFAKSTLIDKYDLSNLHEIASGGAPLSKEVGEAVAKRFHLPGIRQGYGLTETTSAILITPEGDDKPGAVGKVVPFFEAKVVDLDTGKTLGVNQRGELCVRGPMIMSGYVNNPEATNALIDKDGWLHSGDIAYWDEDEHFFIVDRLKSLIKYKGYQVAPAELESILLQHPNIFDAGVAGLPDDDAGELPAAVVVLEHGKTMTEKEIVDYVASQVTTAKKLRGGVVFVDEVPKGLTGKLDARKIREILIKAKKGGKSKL
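Purified P. pyralis luciferase, 10 nM final, with Km-level 10 uM D-luciferin and 10 uM ATP in 50 mM Tris acetate pH 7.5, 10 mM Mg acetate, 0.01% Tween-20, 0.05% BSA; 6-point qHTS titration about 60 µM downward; luminescence read.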
Giardia killer – kills Giardia lamblia | Giardia lamblia trophozoite viability | activity change, % at 7.66 µM, hits read low | 340,000 compounds, 0.15% hits; in the data active = activity change below about -80%; inconclusive = between about -30% and that limit;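 note: parasites exposed to compound for two days anaerobically before the ATP read; % is set by controls: 0 for no effect and ±100 for the full control effect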
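Each well holds 100 Giardia trophozoites and compound. After two days (48 hrs) at 37 deg C in anaerobic conditions, ATP is quantified by luminescence.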
KCNH2 3.1 inh – blocks the human KCNH2 3.1 channel isoform; U2OS KCNH2 3.1, thallium flux FluxOr; stronger effect = lower value; activity change, % (tested at about 1.8 µM); AID 720553; 340,000 compounds, 0.95% hits;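 active = maximum activity change below -70%; inconclusive = maximum activity change from -70% to -50%; inactive = maximum activity change above -50%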;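 note: thallium influx rate constant from kinetic fluorescence after stimulation buffer; % is set by controls: 0 for no effect and ±100 for the full control effect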
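Steps: virus added to U2OS suspension (4 h, RT, dark); medium with 10% FBS added, cells plated, 37 C overnight; FluxOr/Red40 loading buffer 45 min RT; stimulation buffer, 2 min kinetic read; rate constant normalized.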
ELG1 genotoxic – genotoxicity induction in ELG1-luciferase HEK293T cells | 330,000 compounds, 1.3% hits | Potency, µM (highest dose often 46 µM), for inactives: at the highest dose activity change, positive = activation, hits mostly activators | HEK293T ELG1-luciferase reporter, luminescence, 16 h; note: potency is the fitted concentration of half-maximal effect; % of control where 0% means no effect; nearly all actives have a fitted effect of over 60% in size
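16 hr compound incubation (37 °C, 5% CO2) of HEK293T cells carrying luciferase-tagged ELG1; luciferase then measured by ONE-Glo luminescence after 30 min at RT.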
Rab9 promoter act – Rab9 promoter activation; 320,000 compounds, 2.8% hits; Potency, µM (highest dose often 9.22 µM), without a hit: top-dose activation, negative = inhibition, usual class: activators; AID 485297; Huh7 Rab9 promoter-luciferase reporter, luminescence, 24 h; note: potency is the fitted concentration of half-maximal effect; % of control where 0% means no effect; nearly all actives have a fitted effect of over 60% in size
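Promoter activation is measured as luciferase luminescence in Huh7 cells stably transfected with a Rab9 promoter–luciferase construct, following 24 h compound exposure at 37 °C and 10 min reagent incubation at ambient temperature.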
RORg inh – inhibitors of mouse ROR gamma transcriptional activity; P51450; Drosophila S2 Gal4-RORgamma UAS-luciferase reporter, 20 h; Potency, µM (highest dose often 53.6 µM), for the others: top-dose activity change, negative = inhibition, most hits filed as inhibitors; 310,000 compounds, 5.4% hits; AID 2551; note: potency is the fitted concentration of half-maximal effect; % is set by controls: 0 for no effect and ±100 for the full control effect; nearly all actives have a fitted effect of over 60% in size
Target sequence (P51450 whole entry, looked up, the tested form may be a part): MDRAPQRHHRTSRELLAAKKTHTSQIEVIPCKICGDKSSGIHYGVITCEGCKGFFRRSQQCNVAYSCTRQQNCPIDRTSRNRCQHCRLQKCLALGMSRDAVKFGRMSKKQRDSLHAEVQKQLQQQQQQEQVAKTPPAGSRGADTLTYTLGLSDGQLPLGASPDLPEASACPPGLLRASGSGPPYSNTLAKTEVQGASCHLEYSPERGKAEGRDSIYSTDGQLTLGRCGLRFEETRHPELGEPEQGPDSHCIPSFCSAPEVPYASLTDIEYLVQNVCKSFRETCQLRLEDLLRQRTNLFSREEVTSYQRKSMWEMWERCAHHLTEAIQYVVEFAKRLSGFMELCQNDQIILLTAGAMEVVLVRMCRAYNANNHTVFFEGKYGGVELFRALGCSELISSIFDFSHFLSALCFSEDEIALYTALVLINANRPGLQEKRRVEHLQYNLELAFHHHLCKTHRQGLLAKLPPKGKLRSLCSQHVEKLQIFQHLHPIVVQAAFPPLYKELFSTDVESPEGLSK
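Luciferase reporter read in Schneider cells carrying Gal4-RORγ (mouse) and UAS-Photinus luciferase; cells given compound 1 h before 700 uM copper sulfate induction, then incubated 20 h at ambient temperature.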
* marks the source's active call; other numbers are inactive results; ? = inconclusive; · = not tested or not shown; & = joins results of further samples; ! = a repeat was not active; [ ] = another dose, or the depositor's remark. Unless noted, calls come from the whole dose curve; as a rule, active = well fitted curve in the direction sought with a large enough effect; inconclusive = small, poorly fitted or top-dose-only effect, or another doubt; inactive = no such curve, though single readings can be large; an effect the other way counts as inactive or inconclusive. These rows are one share of the data, so the mix of outcomes need not match the whole.

SMILES | uPA generation | Coupling enz | NPC1 promoter act | VP16 counter | Tb PFK block | FLuc counter | Giardia killer | KCNH2 3.1 inh | ELG1 genotoxic | Rab9 promoter act | RORg inh
CC[C@]12CC[C@H](O)CC1=CCC1C2CC[C@]2(C)C(=O)CCC12 (some centres not stated) | -5% | · | · | · | -1% | · | -4 | 9 | -3% | · | ·
NC(C(=O)O)c1cc(=O)[nH]o1 (configuration not stated) | 5% | · | 1%[46.1 µM] | · | -5% | -1% | -1 | 4 | -10% | -16%[46.1 µM] | ·
C(#CCN1CCOCC1)COCC#Cc1ccccc1 | · | 0 | 5% | · | ? | -15% | 3 | 3 | 11% | 2% | 4%[0.365 µM]
CCN(CC)P(=O)(/C=C(\Cl)c1ccccc1)/C=C(\Cl)c1ccccc1 | 2% | 11 | -5% | 4% | 2% | -15% | -1 | -32 | -1% | 3% | 6%
O=C(C(=O)N1CCOCC1)c1cn(Cc2c(F)cccc2Cl)c2ccccc12 | 6% | 1 | -1% | 9% | 3% | -3% | 2 | -2 | 14% | -4% | 7%
c1cncc(CNC2=NCCC2)c1 | 7% | 4 | -2% | -2% | 0% | 2% | 6 | 6 | 0% | -6% | -1%
CCOP(=O)(Cc1ccccc1)OCC | 2% | · | 0% | · | -2% | -1% | 15 | -4 | -1% | 0% | ·
C[C@H]1CCC[C@@H](O)CCC/C=C/c2cc(O)cc(O)c2C(=O)O1 | ? | 2 | -4% | -3% | -5% | 3% | 3 | 0 | -17% | -14% | 8%
Cc1ccc(NC2=NCCCS2)cc1Cl | 1% | 0 | 1% | 4% | 0% | -3% | 11 | -7 | 3% | 9% | -28%
COc1cccc(-n2c(/C=C/c3ccc(O)c(O)c3)nc3ccccc3c2=O)c1 | -9% | -8 | -12% | -8% | -1% | ? | 14 | -4 | 1% | -5% | -44%
CCN(CC)CCC(=O)O[C@H]1CC[C@]2(C)C3CC[C@@]4(C)C(CC[C@]4(C)O)C3CC[C@H]2C1 (some centres not stated) | 1% | · | · | · | 6% | · | -2 | 4 | -4% | · | ·
O=C(O)C1C2CCC(O2)C1C(=O)Nc1cccc(Br)c1 (configuration not stated) | 11µM* | 5 | -3% | -8% | -12% | 5% | 7 | -9 | 10% | 0% | -2%
CN1[C@H]2CC[C@@H]1C(C(=O)N1CCOCC1)=C(O)C2 | -2% | · | -5% | · | 2% | -5% | -1 | -6 | 1% | -12% | ·
CC(=NCCCO)c1c(O)n(Cc2ccccc2)c(=O)[nH]c1=O | -5% | 0 | 1% | -4% | -7% | 7% | -10 | -1 | 1% | -8% | ?
O=C(CN1CCCCC1)c1cccc(Br)c1 | 0% | -1 | 1% | ? | 5% | 0% | 9 | -3 | 4% | -1% | -8%
O=C(Nc1ccncc1)c1cccn(Cc2ccccc2)c1=O | -10% | 0 | -27% | ? | -2% | -14% | 8 | 5 | 1% | -29% | 20%
CN(C)c1ccc(C=C2C(=O)NC(=O)NC2=O)cc1[N+](=O)[O-] | -6% | 2 | 2% | -2% | 6% | ? | 8 | 15 | 0% | 2% | 22%
O=C(Nc1ccccc1)N1CC2CC(C1)c1cccc(=O)n1C2 (configuration not stated) | 3% | -1 | 0% | -16% | -4% | 0% | -2 | -4 | 5% | 7% | -13%
N#CCCn1cc(C(=O)Nc2ccc(F)cc2)c(-c2ccc([N+](=O)[O-])cc2)n1 | 5% | 0 | -4% | -18% | -2% | 1% | 10 | ? | ? | -5% | -2%
CC(=O)OC1(c2ccccc2)CCN(C2CCCCC2)CC1C (configuration not stated) | -10% | 3 | 0% | -3% | 1% | 1% | 7 | 6 | -1% | 3% | -8%
C#CCOCOCC#CCN(CC)CC | 14% | 1 | 1% | -11% | 11% | 0% | -2 | 6 | -4% | 8% | 6%
CC(=O)Nc1cc(C(=O)N2CCC3(CC2)OCCO3)ccc1Sc1ccc(F)cc1 | 0% | 1 | -3% | -18% | -4% | 0% | 3 | 9 | -1% | -8% | -5%
C=CCn1c(O)c(C(C)=NCCCO)c(=O)[nH]c1=O | -7% | 2 | -5% | -1% | -7% | 15% | 2 | -9 | 2% | 3% | 33%
COC(=O)c1ccc(N2C(=O)CC(N3CCC(O)(c4ccc(Br)cc4)CC3)C2=O)cc1 (configuration not stated) | -5% | 3 | -4% | ? | 21% | 6% | 9 | 1 | -6% | -1% | ?
COc1ccc(C(=O)CN2CCCCC2)cc1 | 6% | -1 | -19% | -22% | -6% | 0% | 39[activator] | -30 | 6% | 10% | 2%
CC(C)c1cccc(O)c(=O)c1 | ? | 0&3 | 0% | 2.8µM*! | -15% | -2% | 9 | 2 | -2% | -8% | 2µM*
Cc1ccc(-n2c(C)nc3cc(Cl)ccc3c2=O)nc1 | 0% | -1 | 2% | -2% | 1% | -16% | ? | -7 | 12% | 2%[1.84 µM] | 0%
C=CCn1c(O)c(/C(C)=N/NC(=S)Nc2ccccc2)c(=O)[nH]c1=O | 4% | 2 | 0% | 7% | -6% | ? | -2 | 6 | 5% | -2% | -14%
COc1cc(C(CCN2CCCC(C)C2)c2c(OC)cc(OC)c3c(-c4ccccc4)cc(=O)oc23)cc(OC)c1OC (configuration not stated) | ? | -1&5 | -5% | ? | 8% | -1% | -5&4 | -27 | 5% | -7% | ?
Nc1ccc(N=Nc2ccccc2)cc1 | -12% | -1 | 27% | -10% | -4% | ? | 6 | 10 | ? | ? | 7%
COc1cccc(Cn2c(=O)oc3ccccc32)c1 | 0% | 1 | 25% | 4% | 1% | ? | 2 | 3 | 14% | 29% | 13%
O=C(NCc1ccccc1)c1cccn(Cc2cccc(Cl)c2)c1=O | 6% | -2 | 1% | 19% | 0% | 5% | 24 | -7 | -6% | -4% | 37%
O=C(c1cc2cc(Br)ccc2[nH]1)N1CCC2(CC1)OCCO2 | -7% | · | 3% | 18% | -1% | ? | ? | 0 | 10% | 14% | 38%
C[C@](N)(CCP(=O)(O)O)C(=O)O | 17% | 1 | 2% | -2% | -7% | 1% | -23 | 21 | -7% | 6% | -1%
CC(C)NC(=O)Cn1cc(C(=O)c2ccccc2F)c2ccccc21 | 2% | 2 | 0% | -3% | -5% | 1% | 14 | -2 | 2% | -4% | -19%
CN1CCN(/N=C/c2c[nH]c3ccccc23)CC1 | 2% | -2 | -2% | 0% | 1% | -2% | 16 | 17 | -1% | 0% | 1%
COC(=O)N(c1ccccc1)P(=O)(Oc1ccccc1)Oc1ccccc1 | 8% | 4 | -2% | -4% | 0% | 2% | 9 | -3 | -7% | -10% | -1%
CCCNc1oc(-c2cccc3ccccc23)nc1C#N | · | 1 | 19% | 11% | 0% | ? | 2 | 17 | ? | 21% | -18%
O=C1NC(=O)N(Cc2cccs2)C(=O)/C1=C/c1ccc(N2CCOCC2)cc1 | 1% | 5 | -3% | -10%[10 µM] | 0% | ? | 14 | -4 | 9% | -8% | ?
Cc1cccc(C)c1NC(=O)CN(C)CC(=O)Nc1ccc(C#N)c(Cl)c1 | -9% | -2 | -6% | ? | -1% | 1% | 11 | -4 | -3% | 0% | ?
CCOc1ccc2nc(N=Nc3c(O)[nH]c(=S)[nH]c3=O)sc2c1 | -4% | 0 | -4% | -2% | -4% | 19µM* | -11 | -31 | -6% | -1% | 0%
c1ccc(Nc2ccc3ccccc3c2)cc1 | -6% | · | · | -2% | · | · | 6 | 2 | · | · | 35%
Cc1ccc(CN2CCCN(Cc3ccc(Cl)cc3)S2(=O)=O)cc1 | 3% | 0 | -3% | 7% | 2% | 3% | 3 | -1 | 1% | -1% | 0%
O=c1c2ccccc2nc(/C=C/c2ccc(O)c(O)c2)n1-c1ccccc1 | -7% | -8 | -8% | -16% | 7% | ? | -10 | -6 | -7% | -3% | -12%
O=C1CN(O)C(c2ccccc2Cl)=c2cc(Br)ccc2=N1 | -5% | -3 | -2% | 2% | -2% | 0% | -6 | -8 | -1% | 6% | -21%
CCOC(=O)c1ccc(N=C(CC)c2c(O)n(C)c(=O)n(C)c2=O)cc1 | -5% | -1 | 0% | 10% | 1% | -1% | -6 | -5 | 9% | -10% | 24%
CCOP(=O)(OCC)/C(=N/OC(=O)c1ccccc1C)C(N)=O | -9% | 4 | 1% | ? | 0% | 6% | -1 | -7 | 6% | -5% | -4%
O=C(Cn1ncc2c3ccccc3n(Cc3cccc(Cl)c3)c2c1=O)N1CCC2(CC1)OCCO2 | 0% | -2 | 1% | -7% | -2% | 0% | -10 | -6 | -15% | 25% | 42%
